Screening results: PubChem BioAssay, National Center for Advancing Translational Sciences (NCATS)
SW480 rereplic – A quantitative high throughput screen for small molecules that induce DNA re-replication in SW480 colon adenocarcinoma cells. actives 1.8% (n = 340,000). SW480 DNA re-replication, Hoechst DNA content imaging, 48 h. Potency, µM (top dose mostly 46.1 µM), for inactives: at the highest dose re-replication activation, hits mostly activators; further: potency means the concentration at half of the fitted maximal effect; % of control where 0% means no effect; nearly all actives have a fitted effect of over 55% in size
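First, 250 cells per well were seeded. Next, compound or vehicle (23 nL) was pinned in, plates sat 48 hr at 37 C. Finally Hoechst was added for 40 min before fluorescence scanning.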
KB-3-1 tox – qHTS assay for MDR1-selective chemotherapeutics: Primary screen using the parental adenocarcinoma cell KB-3-1; Potency, µM (highest dose often 46.1 µM), for inactives: at the top dose activity change, negative = cytotoxic, most hits filed as cytotoxic; KB-3-1 viability, CellTiter-Glo ATP luminescence, 72 h; actives 1.4% (n = 400,000); further: potency means the concentration at half of the fitted maximal effect; on the % scale 0 is the no-effect control and ±100 the full control effect; nearly all actives have a fitted effect of over 60% in size
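Screening of KB-3-1 cells (DMEM, 10% FBS, phenol-red free) ran from lowest to highest compound concentration; after 72 h at 37 °C viability was read luminescently and curves fitted.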
KB-V1 cytotox – qHTS assay for MDR1-selective chemotherapeutics: Primary screen using the drug-selected MDR subline cells KB-V1; AID 1347076, 2019; actives 3.4% (n = 400,000); Potency, µM (titrated, usually from 46.1 µM), for inactives: at the highest dose activity change, negative = cytotoxicity, hits mostly cytotoxic; KB-V1 MDR cells viability, CellTiter-Glo, 72 h; further: potency means the concentration at half of the fitted maximal effect; on the % scale 0 is the no-effect control and ±100 the full control effect; nearly all actives have a fitted effect of over 60% in size
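KB-V1 cells (P-gp-expressing MDR subline of KB-3-1) in phenol-red-free DMEM with 10% FBS were exposed to library compounds over a concentration series for 72 h at 37 degrees C. Viability read by CellTiter-Glo luminescence; concentration-effect curves fitted after normalization.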
MCF10A rereplic – A quantitative high throughput screen for small molecules that induce DNA re-replication in MCF 10a normal breast cells | actives 2.9% (n = 350,000) | Potency, µM (series often up to 46.1 µM), inactives show at the highest dose activity, positive = re-replication, hits mostly activators | MCF 10A DNA re-replication, Hoechst nuclear intensity, 48 h | AID 624296, 2012; further: potency means the concentration at half of the fitted maximal effect; % of control where 0% means no effect; nearly all actives have a fitted effect of over 50% in size
IL-1B inflam inh – qHTS for Inhibitors of Inflammasome Signaling: IL-1-beta AlphaLISA Primary Screen | THP-1 LPS/ATP IL-1B secretion, AlphaLISA, 16 h; active compounds read low | activity change, % at 57.5 µM | actives 4.7% (n = 360,000); in the data active means activity change below about -50%; inconclusive means mostly about -30% to -49%; further: on the % scale 0 is the no-effect control and ±100 the full control effect
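THP-1 cells pretreated 1 hr with compounds (up to 57.5 uM final), then stimulated with LPS (250 ng/mL final) plus ATP (1.25 mM final); secreted IL-1B measured by AlphaLISA after 16 hr, decreased signal indicating inhibition.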
S2 tox – Viability Counterscreen for Primary qHTS for Inhibitors of ATXN expression. Potency, µM (titrated, usually from 56.7 µM), usual class: cytotoxic. actives 0.49% (n = 400,000). S2 cells (HEK-293 line with an ATXN2-luciferase reporter) viability, CellTiter-Fluor protease fluorescence, 24 h. AID 651635, 2014; further: potency means the concentration at half of the fitted maximal effect; nearly all actives have a fitted effect of over 40% in size
HT1080 IDH1KD tx – qHTS for induction of synthetic lethality in tumor cells producing 2HG: qHTS for the HT-1080-IDH1KD cell line | HT-1080 IDH1 knockdown viability, ATP luminescence, 48 h | AID 686971, 2013 | Potency, µM (series often up to 46.1 µM), without a hit: at the highest dose activity, negative = toxicity, usual class: cytotoxic | actives 2% (n = 360,000);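 further: potency means the concentration at half of the fitted maximal effect; 0% = DMSO wells and -100% = cell-free medium wells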
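CellTiter-Glo luminescence after 48 h compound exposure at 37 degrees C of IDH1-knockdown HT-1080 cells in 5% FBS RPMI. %Activity scaled between DMSO wells and cell-free media wells, with curves fitted and assigned curve classes.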
ATXN2 expr inh – Primary qHTS for Inhibitors of ATXN expression. HEK-293 ATXN2-luciferase reporter, luminescence, 24 h. Potency, µM (highest dose often 57 µM), without a hit: at the highest dose activity change, negative = inhibition, actives largely listed as inhibitors. AID 1745845, 2022. actives 0.72% (n = 360,000); further: potency means the concentration at half of the fitted maximal effect; on the % scale 0 is the no-effect control and ±100 the full control effect; nearly all actives have a fitted effect of over 55% in size
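ATXN2-luciferase reporter cells (luciferase flanked by upstream and downstream ATXN2 gene portions) were treated 24 h at 37 °C with compounds at up to 57 uM. SteadyGlo luminescence gave expression; GF-AFC fluorescence gave viability.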
HT1080NT lethal – qHTS for induction of synthetic lethality in tumor cells producing 2HG: qHTS for the HT-1080-NT fibrosarcoma cell line. HT-1080-NT fibrosarcoma viability, CellTiter-Glo ATP luminescence, 48 h. Potency, µM (series often up to 46.1 µM), without a hit: at the highest dose activity, negative = less viability, usual class: cytotoxic. actives 1.6% (n = 360,000);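 further: NT is the 2HG producing partner of a matched IDH1 knockdown line; potency means the concentration at half of the fitted maximal effect; 0% = DMSO-treated cells and -100% = media-only wells without cells; nearly all actives have a fitted effect of over 55% in size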
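Compounds were tested in concentration-response format on HT-1080-NT cells for 48 hours at 37 degrees C. Cell viability came from CellTiter-Glo luminescence; curves were classified by r2, response magnitude and activity.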
Active calls of the source: *; i = inactive; ? = inconclusive; . = not tested or not shown; [ ] = dose if it differs, or a comment. Unless noted, the call rests on the fitted dose curve; in most records, active means well fitted curve in the direction sought with a large enough effect; inconclusive means small, poorly fitted or top-dose-only effect, or another doubt; inactive means no such curve, though single readings can be large; an effect the other way counts as inactive or inconclusive.

Results follow in this order: SW480 rereplic	KB-3-1 tox	KB-V1 cytotox	MCF10A rereplic	IL-1B inflam inh	S2 tox	HT1080 IDH1KD tx	ATXN2 expr inh	HT1080NT lethal
> O=C(NCc1cccnc1)c1ccc(CS(=O)(=O)c2ccc(Br)cc2)o1
→ 7%	-24%	0%	9%	32	i	0%	14%	16%
> CN(CC(=O)Nc1ccc(Cl)c(C(F)(F)F)c1)C(=O)c1cn2ccccc2n1
→ -2%	-3%	?	15%	-8	i	-1%	11%	1%
> Cc1ccc(S(=O)(=O)N(C)CCCC(=O)Nc2cc(C)ccc2C)cc1
→ -15%	-1%	-14%	2%	41	i	0%	-18%	13%
> C/C(=N/NC(=O)c1ccn(C)n1)c1ccncc1
→ ?	1%	3%	0%	-3	i	10%	.	2%
> O=C(NCCCc1ccccc1)c1cc(COc2ccc(F)cc2Cl)on1
→ -13%	0%	?	18%	?	i	-7%	-15%	-3%
> CC(C)CCNC(=O)C(NS(=O)(=O)c1ccc2c(c1)c(=O)n(C)c(=O)n2C)c1ccccc1 (configuration not stated)
→ -2%	5%	8%	1%	-20	i	6%	2%	16%
> COc1ccc2[nH]c3c(c2c1)CCN(C(=O)c1cccc(Cl)c1)C3c1ccc(F)cc1 (configuration not stated)
→ .	?	-28%	.	.	?	.	61%[activator]	.
> CCc1nc(NCCC(C)C)c2nnn(Cc3ccccc3)c2n1
→ -7%	0%	-1%	-5%	19	i	2%	.	1%
> CC(C)NC(=O)c1ccc2c(c1)N(CC(=O)Nc1ccccc1F)C(=O)C(C)(C)O2
→ -1%	2%	-30%	0%	29	i	0%	9%	-2%
> O=C(c1cccs1)N1CCN(C(=O)N2CCOCC2)CC1
→ -3%	-3%	0%	2%	5	i	18%	-2%	21%
> CN(CC1CCOCC1)C(=O)CC1C(=O)NCCN1Cc1ccccc1F (configuration not stated)
→ -3%	-20%	?	-2%	0	i	26%	7%	20%
> O=C(CSC1=NCCS1)Nc1ccc(S(=O)(=O)NC2CCCCC2)cc1
→ -4%	-20%	-3%	?	-13	i	-11%	-5%	2%
> Cc1ccc(CN2CC(C(=O)Nc3cc(S(C)(=O)=O)ccc3Cl)CC2=O)cc1 (configuration not stated)
→ 1%	4%	14%	1%	8	i	7%	-5%	18%
> CCC(CC)NC(=O)/C=C/c1cccc([N+](=O)[O-])c1
→ -3%	-8%	-16%	3%	0	i	-4%	?	-3%
> Fc1ccc(Nc2nc(-c3ccncc3)nc3ccccc23)cc1F
→ 4%	-9%	-16%	0%	-5	i	-2%	-33%	-8%
> CCOC(=O)c1ccc(NC(=O)Cn2nnc(-c3ccc(C(F)(F)F)cc3)n2)cc1
→ .	13%	-24%	.	.	i	.	-13%	.
> CCOc1ccc(NC(=O)CN(C)C(=O)CCC2CCCCC2)cc1OCC
→ -3%	.	.	?	-4	i	-2%	-9%	0%
> Cc1cc(OC(C)C(=O)NCC2CCC(C(=O)O)CC2)c2c(C)cc(=O)oc2c1 (configuration not stated)
→ -9%	0%	-1%	0%	10	i	-4%	-7%	1%
> O=C(/C=C/c1cccnc1)c1ccc(F)c(F)c1
→ ?	?	-10%	?	-75*	i	?	-21%	?
> CCCOc1cccc(C2C(C(=O)c3cccs3)=C(O)C(=O)N2Cc2cccnc2)c1 (configuration not stated)
→ ?	-6%	-2%	?	57	i	?	15%	-16%
> COC(=O)c1ccc(CN2C(=O)NC(Cc3c[nH]c4ccccc34)C2=O)cc1 (configuration not stated)
→ -3%	-27%	18µM*	0%	5	i	-7%	20%	-16%
> O=C(Nc1ccccc1N1CCCCC1)c1ccc(Cl)c([N+](=O)[O-])c1
→ 8%	1%	8%	?	.	i	?	-21%	?
> CCc1nc2c(OCc3ccc(C#N)cc3)cccn2c1N(C)C(=O)c1ccc(C)cc1
→ .	0%	-19%	.	-20	i	2%	-7%	5%
> COc1ccc(Oc2c(-c3ccc(O)cc3O)n[nH]c2C)cc1
→ -6%	-12%	1%	?	26	i	-17%	-1%	?
> CCOc1ccccc1C(=O)OCC(=O)NCC1CCCCC1
→ -377%[inhibitor]	-5%	0%	?	2	i	0%	-14%	0%
> O=C(NCCc1c[nH]c2ccccc12)c1cc([N+](=O)[O-])cc([N+](=O)[O-])c1
→ -16%	2%	20%	12%	16	i	-3%	-21%	-2%
> O=S(=O)(NCc1ccccc1)c1cccc2cccnc12
→ -4%	0%	5%	7%	19	i	12%	8%	9%
> CC(C)CN1CCN=C1N(C)C
→ -4%	0%	10%	?	13	i	9%	7%	7%
> CCCCNc1c2c3c(cccc3n(C)c1=O)C(=O)c1ccccc1-2
→ 5.8µM*	?	?	?	10	.	?	?	?
> CC(=O)c1ccc(OCC(=O)Nc2cccc(C(=O)Nc3c(C)n(C)n(-c4ccccc4)c3=O)c2)cc1
→ -9%	7%	0%	-5%	5	i	6%	3%	-2%
> CC(C)Cc1n[nH]c(=O)[nH]1
→ 0%	22%	1%	-6%	33	i	9%	3%	3%
> CC1Cc2ccccc2N1C(=O)COC(=O)c1ccc(Cl)nc1 (configuration not stated)
→ -3%	22%	-5%	-3%	25	i	8%	-4%	4%
> COc1ccc(CN2CCC(Cc3ccccc3)CC2)c(C)c1C
→ 20%	4%	-2%	10%	-78*	i	?	?	?
> Cc1ccc(-c2nnc(NC3CCCC3)s2)cc1
→ -1%[9.22 µM]	-1%	-10%	?	?	i	10%	47%[activator]	1%
> CCn1c(=O)c(=O)[nH]c2cc(C(=O)Nc3ccc(S(=O)(=O)N4CCCC4)cc3)ccc21
→ -2%	?	-1%	4%	-15	i	15%	0%	22%
> O=C(NC(=O)N1CCN(c2ccc(F)cc2)CC1)c1ccccc1
→ 14%	-9%	-21%	27%	0	i	-1%	-16%	?
> Cc1c(Cl)c(C(F)F)nn1CC(=O)NC1C(=O)N2C(C(=O)O)=C(CSc3nnnn3C)CSC12 (configuration not stated)
→ -17%	3%	19%	-4%	25	i	-6%	-38%	-19%
> c1cncc(-c2nnc(-c3cccnc3)nn2)c1
→ ?	-1%	?	?	20	.	?	?	?
> CN1/C(=C\C=O)C(C)(C)c2ccccc21
→ -6%	-5%	1%	-1%	57	i	-10%	-27%	3%
> COc1ccc(OCCN2CCC(C(=O)NC(c3ccccn3)c3ccccc3OC)CC2)cc1 (configuration not stated)
→ .	0%	2%	.	-2	i	7%	-13%	0%
> CCCc1ccc(-c2cc(N)n[nH]2)cc1
→ 0%	-1%	-10%	3%	11	i	-4%	18%	0%
> COc1cc(/C=N/NC(=O)c2cccnc2)ccc1OC(=O)c1cc(OC)c(OC)c(OC)c1
→ 4%	-7%	?	-1%	62	i	?	5%	?
> CCOc1ccc(/C=C2\SC(=S)N(CCC(=O)Nc3ccc(C(=O)O)cc3)C2=O)cc1
→ -38%[inhibitor]	6%	4%	2%	-15	?	5%	1%	9%
> CCOC(=O)c1cc2c(ccn2C)n1Cc1ccccc1Cl
→ 6%	-3%	1%	13%	7	i	-1%	.	-2%
> Cc1ccc(N2C(=O)CC(Sc3nccc(C)n3)C2=O)cc1 (configuration not stated)
→ -2%	-8%	3%	-1%	33	i	12%	4%	7%
> O=C(COC(=O)c1cccc(F)c1)NC1CC1
→ 1%	4%	1%	0%	8	i	-17%	-4%	-8%
> COc1ccc(OC)c(NC(=O)Cc2ccc(NC3=NC4CS(=O)(=O)CC4S3)cc2)c1 (configuration not stated)
→ -4%	-1%	4%	2%	-19	i	-3%	8%	0%
> O=C(CCc1nc2ccccc2[nH]1)NCc1ccc2c(c1)OCO2
→ -14%	4%	-4%	2%	6	i	0%	5%	-11%
> Cc1noc(C)c1COc1ccccc1C(=O)N1CCN(S(=O)(=O)c2ccccc2C(F)(F)F)CC1
→ 2%	0%	-7%	2%	0	i	-2%	-2%	0%
> COc1ccc(/C=C2\SC(=S)N(CCCC(=O)Nc3ccccn3)C2=O)cc1OC
→ -3%	-29%	?	17%	3	i	-4%	?	1%

(cont.)
Results follow in this order: SW480 rereplic	KB-3-1 tox	KB-V1 cytotox	MCF10A rereplic	IL-1B inflam inh	S2 tox	HT1080 IDH1KD tx	ATXN2 expr inh	HT1080NT lethal
> Cc1ccc(S(=O)(=O)N2CCC(C(=O)NCc3ccncc3)CC2)cc1
→ -6%	0%	-6%	15%	-6	i	-1%	-1%	7%
> CC(OC(=O)c1ccc(S(=O)(=O)N2CCCCC2)cc1)C(=O)Nc1ccc(C(N)=O)cc1 (configuration not stated)
→ 7%	-1%	-7%	2%	3	i	-4%	-19%	-3%
> Cc1ccc(NC(=O)C(Cc2ccccc2)NS(=O)(=O)c2ccc3c(c2)c(=O)n(C)c(=O)n3C)cc1 (configuration not stated)
→ .	-12%	4%	.	.	i	.	-20%	.
> COc1ccc(C(=O)COC(=O)C(CCSC)NC(=O)COc2ccccc2)cc1 (configuration not stated)
→ -3%	16%	2%	0%	2	?	-1%	-11%	3%
> Cc1cc2cc(CN(Cc3ccco3)S(=O)(=O)c3c(C)ccc4nsnc34)c(=O)[nH]c2cc1C
→ ?	3.3µM*	1.6µM*	?	-14	?	?	?	?
> Cc1ccc(NC(=O)NCCN2CCN(C(=O)Nc3ccc(C)cc3)CC2)cc1
→ -7%	2%	?	-1%	-19	i	-18%	6%	0%
